# Assay outcomes as filed in PubChem BioAssay.
# RTF Ca sens act – cardiac RTF calcium sensitization. activation, % at 7.2 µM. IANBD-labeled TnC RTF fluorescence at EC20 calcium; 0% EC20 calcium, 100% full calcium. AID 493008. P19429+P45379. hit rate 0.24% among 340,000;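 active means activation above the mean over all tested compounds plus 3 SD, cut at about 30% in these data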;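 further: rise in fluorescence read as greater calcium sensitivity of cardiac thin filaments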
# MOR-DOR inv ag – inverse agonist of human OPRM1-OPRD1 heterodimerization; cell-based MOR-DOR heterodimer luminescence, inverse agonism; inhibition, % at 9.3 µM; hit rate 0.21% among 340,000; AID 504357; in the data active means inhibition above about 22%, passing the limit was not always enough;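 further: 0% = cells with DMSO and 100% = wells without cells with DMSO; values of inactives mirror those of a sister screen read the other way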
# Target sequence (P35372 whole entry, looked up): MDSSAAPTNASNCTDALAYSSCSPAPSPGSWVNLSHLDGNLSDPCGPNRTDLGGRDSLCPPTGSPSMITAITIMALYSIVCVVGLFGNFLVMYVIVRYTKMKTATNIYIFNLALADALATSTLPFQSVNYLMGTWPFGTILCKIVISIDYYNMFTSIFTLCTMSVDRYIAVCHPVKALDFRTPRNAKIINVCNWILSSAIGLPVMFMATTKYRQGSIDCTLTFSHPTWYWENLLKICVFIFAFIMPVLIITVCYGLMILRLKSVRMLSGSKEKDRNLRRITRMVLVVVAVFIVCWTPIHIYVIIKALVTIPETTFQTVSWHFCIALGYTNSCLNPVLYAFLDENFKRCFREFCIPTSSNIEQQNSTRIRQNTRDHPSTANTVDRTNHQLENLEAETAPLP
# Target sequence (P41143 whole entry, looked up): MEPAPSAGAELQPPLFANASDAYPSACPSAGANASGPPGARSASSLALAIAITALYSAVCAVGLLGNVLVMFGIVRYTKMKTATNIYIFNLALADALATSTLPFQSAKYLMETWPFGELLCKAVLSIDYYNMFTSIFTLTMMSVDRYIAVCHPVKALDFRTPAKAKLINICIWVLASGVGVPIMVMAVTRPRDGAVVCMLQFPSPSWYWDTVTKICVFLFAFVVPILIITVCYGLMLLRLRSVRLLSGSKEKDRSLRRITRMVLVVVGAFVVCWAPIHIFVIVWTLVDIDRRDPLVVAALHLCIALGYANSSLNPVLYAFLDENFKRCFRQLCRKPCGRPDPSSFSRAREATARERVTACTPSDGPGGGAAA
# CAL-PDZ inh HTS – inhibitors of human CAL PDZ peptide binding. AID 602252. purified CAL PDZ, TMR-peptide fluorescence polarization, 1 h. hit rate 0.92% among 300,000. inhibition, % at 24.9 µM;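 active means mean inhibition of at least 30% with at least half of replicates also reaching 30%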;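 further: 0% = DMSO neutral control and 100% = excess unlabeled competitor peptide PRC23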
# HTR5A inv ctr – counter-screen for OPRM1-OPRD1 inverse agonists: human HTR5A inverse agonism; P47898; HTR5A cell line, luminescence; inhibition, % at 9.3 µM; hit rate 0.083% among 340,000; AID 504634; in the data active means inhibition mostly above about 23%, no sharp cut-off; inactive means mostly below about 18%;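 further: 0% = cells with DMSO and 100% = no-cell wells with DMSO; some compounds called inactive have numbers as strong as hits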
# HTR5A ag ctr – activates human HTR5A in OPRM1-OPRD1 agonist counter-screen; P47898; HTR5A agonist assay, luminescence, cell-based; activation, % at 9.3 µM; hit rate 0.61% among 340,000; AID 504692; in the data active means activation mostly above about 9.5%, no sharp cut-off; inactive means mostly below about 7.6%;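 further: 0% = cells with vehicle only and 100% = reference agonist; strong numbers were not always called active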
# Cardiac RTF inh – cardiac RTF calcium desensitization | P19429+P45379 | hit rate 0.12% among 340,000 | inhibition, % at 7.15 µM | IANBD-labeled cardiac RTF, Ca2+ fluorescence;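 active means inhibition above the mean inhibition of all tested compounds plus 3 SD, cut at about 17% in these data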;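 further: assay run at fixed EC70 calcium of 1.6 mM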
# C-LANA FP – KSHV C-LANA DNA binding inhibition. MBP-C-LANA/FAM-LBS DNA binding, fluorescence polarization. inhibition, % at 9 µM. hit rate 0.078% among 340,000. AID 504423;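 active means highest replicate inhibition at or above 60% at 9 µM, even if other replicates fall short; inactive means all replicates below 60% inhibition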;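 further: 0% = neutral control wells and 100% = 4 µM acridine orange control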
# MOR-DOR ag – OPRM1-OPRD1 heterodimerization agonism; cells, luminescence; activation, % at 9.3 µM; hit rate 0.3% among 340,000; in the data active means activation above about 18%;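 further: 0% = vehicle-treated cells and 100% = reference agonist; values of inactives mirror those of a sister screen read the other way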
# V-ATPase pHluor – alters yeast V-ATPase proton transport; response, % at 10 µM; S. cerevisiae, pHLuorin cytosolic pH fluorescence; AID 504577; hit rate 0.37% among 350,000; in the data active means response mostly above about 7.3%, no sharp cut-off; inactive means mostly below about 5.4%; further: actives read high; inactives centre near 0; some compounds called inactive have numbers as strong as hits; reference of the scale not given here
# Keap1 Nrf2 FP – inhibitors of human Keap1-Nrf2 protein-protein interaction. Q14145. Keap1 Kelch-Nrf2 peptide fluorescence polarization, 1536-well. inhibition, % at 9.4 µM. hit rate 0.15% among 340,000. AID 504523; in the data active means inhibition above about 12%;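 further: human Keap1 Kelch domain with fluorescein labeled Nrf2 9mer peptide probe; 0% = neutral control wells and 100% = peptide positive control; higher means more block of Keap1 binding to Nrf2 peptide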
# * marks the source's active call; other numbers are inactive results; x = no result given. An unsorted share of the library (roughly 2.8% active in at least one column).
compound	RTF Ca sens act	MOR-DOR inv ag	CAL-PDZ inh HTS	HTR5A inv ctr	HTR5A ag ctr	Cardiac RTF inh	C-LANA FP	MOR-DOR ag	V-ATPase pHluor	Keap1 Nrf2 FP
CN1/C(=C/C2CC(=O)N(c3ccc([N+](=O)[O-])cc3)C2=O)C(C)(C)c2ccccc21 (stereo not drawn)	-5	-3	-1	1	5	-11	-1.4	0.5	-2	-1
O=C(CSc1nnnn1-c1ccccc1)Nc1ccc(N2CCOCC2)c(Cl)c1	-2	-4	-2	22	-6	3	0.4	0.7	1	1
COC(=O)C1=C(C)NC2=C(C(=O)CC(C)(C)C2)C1c1ccccn1 (stereo not drawn)	-5	9	-3	-12	8	-4	1.3	-1.5	-2	4
COc1ccc(C(=O)NCCCNC(=O)c2cnccn2)cc1	-2	9	2	-10	2	5	1.5	-1.4	1	0
COCCN1CN=C(NS(=O)(=O)c2ccc(C)cc2)NC1	0	6	-2	4	1	-7	1.7	-1.1	0	0
O=C(Nc1cc2nn(-c3ccccc3)nc2cc1Cl)c1ccco1	-3	11	7	-4	2	1	-1.4	-2.7	-6	2
O=C(Nc1cccc2cccnc12)C1CCCC1	-7	1	0	2	-2	-8	0.1	-0.3	-5	-1
O=C(c1ccc(Cl)cc1)N1CCCCC(Sc2nnc(-c3ccc4c(c3)OCO4)o2)C1=O (stereo not drawn)	-1	12	-2	-4	2	7	0.7	-2.0	3	-3
CSCCC(NC(=O)COc1ccccc1)C(=O)OCc1ccc(Cl)cc1 (stereo not drawn)	4	-17	-3	-6	2	-7	-0.9	2.6	4	-7
O=c1[nH]c2cc3c(cc2cc1CN(CCCO)C(=S)NCc1ccco1)OCO3	13	4	x	16	1	0	1.2	-0.8	7	-4
CC1=CC(=O)C=C(C)C1=NOC(=O)c1cccc([N+](=O)[O-])c1	0	9	-21	10	-5	-2	-1.1	-1.7	-2	3
O=C1[C@@H](Oc2ccccc2)[C@@H](c2cnc3ccccc3c2)N1c1ccccc1	0	0	3	11	-3	-10	2.7	0.1	-4	-2
COc1cc(CN2CCC(Cc3ccccc3)CC2)cc([N+](=O)[O-])c1O	-5	15	2	-7	2	-6	-0.1	-2.9	-1	-3
CCNc1nc(OC)nc(Oc2ccc(C(=O)OC)cc2)n1	5	4	x	27	-8	0	-0.7	-0.7	0	0
COc1ccccc1NC(=O)c1ccc(CN(c2cc(Cl)ccc2C)S(=O)(=O)c2ccccc2)cc1	-5	11	-2	-5	2	-2	-2.1	-2.3	-1	-3
Cc1cccc(CCNC(=O)CCc2c(C)nc3ncnn3c2C)c1	1	18	-1	2	-1	1	1.5	-2.9	0	2
Cn1c(N)c(C(=O)COC(=O)C2CCCC2)c(=O)n(C)c1=O	5	-3	-4	-4	1	-5	0.2	0.5	2	-4
CCOC(=O)N1CCN(C(=O)CSc2ccc(-c3ccc(OC)c(OC)c3)nn2)CC1	-1	-3	-4	4	1	-4	-1.0	0.7	-1	-2
CN(C)[C@@H](CO)c1nnc([C@H](CC(=O)O)NC(=O)C2CCNCC2)o1	1	8	0	-2	7	4	3.1	-1.4	-2	-1
Cc1cc(-c2sccc2C)nc(-n2cccc2)n1	2	-8	-1	2	1	-2	-0.9	1.5	2	-3
Cc1cc(C)nc(N/N=C/c2ccc3c(c2)OCCO3)n1	2	15	-3	1	0	-5	1.0	-3.0	2	1
COc1ccc(C(=O)N2CCOC2CNC(=O)C(=O)NCc2ccc3c(c2)OCO3)cc1 (stereo not drawn)	6	9	-4	10	1	-12	0.3	-1.8	-1	2
Cc1ccc(NC(=O)c2cc(F)c(F)cc2Cl)nc1	7	-8	-2	1	0	-5	0.6	1.7	15	1
COc1ccc(NC(=O)CCNS(=O)(=O)c2cc(Br)cnc2N)cc1OC	-2	-5	-4	-3	2	-10	-1.5	0.9	-1	3
COc1ccc2nc(NC(=O)CCn3cccc3)sc2c1	0	13	-2	21	3	-15	-1.1	-2.1	0	-3
COc1ccc(NC(=S)N(CCCN2CCOCC2)Cc2cn(C)c3ccccc23)cc1OC	-1	7	0	-12	-1	-3	-1.5	-1.3	4	-3
COC(=O)c1ccccc1NC(=O)N1CCN(c2ccccc2)CC1	6	-25	2	8	-3	-28	0.9	3.5	0	-3
COC(=O)[C@H](CCSC)NC(=O)[C@@H](Cc1cnc[nH]1)NC(=O)OCc1ccccc1	11	13	-7	0	0	-9	-1.1	-2.6	-1	1
CCC(CC)C(=O)Nc1nnc(S(=O)(=O)N2CCCC2)s1	-2	-1	x	7	-3	-8	-1.0	0.2	-2	5
CC(=O)N1C(C)(C)CC(=NOC(=O)c2ccc(C)cc2)CC1(C)C	3	-1	1	5	-2	-12	7.4	0.2	0	-2
O=C(CSc1nc2[nH]c(=O)cc(O)c2s1)Nc1ccc(Cl)c(C(F)(F)F)c1	2	10	x	-17	-4	-7	-0.7	-2.7	-1	-9
COc1ccc(C(=O)CSc2nnc(CNC(=O)c3ccc(OC)cc3)n2C)cc1	5	11	4	-9	9	-7	1.6	-1.8	5	4
O=C(NCCCn1ccnc1)Nc1cccc2ccccc12	-2	10	3	2	-1	-4	-0.5	-2.4	-2	2
CC(C)(C)OC(=O)N[C@@H](Cc1ccccc1)C(=O)N1CCC(C(=O)N[C@@H](CCC(N)=O)C(=O)O)CC1	0	4	-4	1	0	0	2.9	-0.7	-1	-6
COc1ccccc1CN1CCSCC1	1	9	-4	-10	-3	3	1.4	-1.7	0	-4
COc1ccc2[nH]c(=O)c(CN(CC3CCCO3)C(=O)Nc3ccccc3)cc2c1 (stereo not drawn)	-2	-1	-2	1	0	-4	-1.1	0.1	4	-3
O=C1NC(=O)C(CSc2ccccc2)(c2ccccc2)N1 (stereo not drawn)	-2	16	42*	7	-2	5	0.8	-3.2	0	-9
CC(=O)NCC1CCCN(c2nc3nonc3nc2N(C)Cc2ccccc2)C1 (stereo not drawn)	-3	-3	-3	13	5	-2	-0.4	0.5	4	0
CC(C)(C)C(=O)Nc1sc2c(c1C(=O)Nc1ccccn1)CCCC2	10	2	-22	0	0	-6	-0.8	-0.5	-1	2
O=C(Cc1ccc(S(=O)(=O)N2CCOCC2)s1)N1CCN(S(=O)(=O)c2ccc(Cl)cc2)CC1	-1	3	-2	-3	1	-6	0.7	-0.7	6	-8
O=C(COC(=O)c1ccc(S(=O)(=O)N2CCOCC2)cc1)NCc1ccccc1	-1	4	-1	-4	1	-6	0.6	-1.1	1	-3
COc1cc(/C=C/C(=O)NC(=O)c2ccccc2O)ccc1O	4	2	-3	7	-3	1	-0.3	-0.4	-1	0
COc1ccc(CC(=O)NNC(=O)CCc2ccccc2)cc1	3	-11	-2	-11	4	-22	0.8	1.5	2	-3
CC1(C)Oc2ccc(C(=O)NC3CCCCC3)cc2N(CC#N)C1=O	-1	2	1	-3	1	11	-1.3	-0.2	4	-7
Cc1ccc(-c2nc3sc(C(N)=O)c(N)c3c3c2CCCC3)cc1	-1	15	-2	20	-7	-11	-0.5	-2.5	-3	1
O=S(=O)(CC(CN1CCCCC1)N1CCCCC1)c1ccccc1 (stereo not drawn)	0	4	-3	2	0	0	0.1	-0.6	1	-10
COc1ccc(CNC(=O)C[C@H]2C(=O)N(CCc3ccccc3)C[C@@H]2Cc2ccccc2)cc1	-4	3	-4	15	-6	-4	-4.0	-0.4	-3	-1
O=C(COC(=O)CSCc1ccccc1)NCc1ccccc1	-5	0	2	1	0	-10	0.3	0.1	-3	-5
Cc1ccc(C2CC2C(=O)NN)cc1 (stereo not drawn)	5	-2	2	-38	-2	4	0.6	0.4	3	-2
CCc1ccc(NC(=O)C2CCN(S(=O)(=O)c3ccc4c(c3)N(C(C)=O)CCO4)CC2)cc1	-5	20	-3	-2	-2	-3	-0.7	-3.9	0	-1
COc1ccccc1C(=O)Nc1ccc2nc3n(c(=O)c2c1)CCCC3	-2	-9	-3	14	-4	-9	-0.7	2.0	5	-4
CC(=O)Nc1ccc(Nc2cc(C)nc3ccccc23)cc1	-1	0	1	-20	0	-2	-0.4	0.1	-3	1
COc1ccc2c(c1)c(=O)oc1cc(OCC(=O)NC3CCCCC3)ccc12	-2	-1	-3	-21	-4	1	1.4	0.2	4	-3
Cc1cccc(C)c1NC(=O)C1CCCNC1 (stereo not drawn)	4	1	-3	8	-2	-1	-1.6	-0.2	1	-3
CC(=O)NC12CC3CC(C1)CC(C(=O)N1CCN(c4ncccn4)CC1)(C3)C2	-5	15	-2	8	3	1	1.4	-2.8	0	1
COc1ccc(N(C(=O)/C=C/c2ccc(OC)c(OC)c2)C2=CC3CCC(C2)N3C)cc1 (stereo not drawn)	-3	11	-2	9	-6	-1	-1.1	-2.1	-54	0
C=CCn1c(SCC(=O)Nc2cc(NC(C)=O)ccc2OC)nnc1-c1ccccn1	-1	1	-1	-7	3	-11	-1.0	-0.1	3	0
Cc1ccccc1OCc1nnc(SCC(=O)Nc2ccc(N3CCOCC3)c(Cl)c2)n1C	-4	5	-1	-7	3	-10	-0.5	-1.1	0	-4
COCCNC(=S)N/N=C/c1c(C)[nH]c2ccccc12	1	0	-2	-14	8	2	0.6	0.0	-6	-2
O=C(CNCc1ccncc1)Nc1cc(S(=O)(=O)N2CCCCC2)ccc1Cl	-1	12	x	-16	5	-8	1.0	-2.4	0	-4

# Further compounds:
compound	RTF Ca sens act	MOR-DOR inv ag	CAL-PDZ inh HTS	HTR5A inv ctr	HTR5A ag ctr	Cardiac RTF inh	C-LANA FP	MOR-DOR ag	V-ATPase pHluor	Keap1 Nrf2 FP
COc1ccc(C)cc1Cn1nnc2ccccc21	5	16	0	-4	1	7	1.7	-2.7	-3	2
O=C(N/N=C\c1ccc(Cl)cc1)C1=NOC2COC3(CCN(c4ccc([N+](=O)[O-])cc4)CC3)OCC12 (stereo not drawn)	-2	-20	0	-3	9	4	-7.2	3.8	3	0
O=C(CN1C(=O)NC2(CCc3ccccc32)C1=O)Nc1ccccc1OC(F)F (stereo not drawn)	-1	9	-4	-22	-2	-4	-2.4	-2.4	-1	1
O=C(CSc1nc2ccc(Nc3nc(N4CCCC4)nc(N4CCCC4)n3)cc2s1)NCc1ccco1	-2	-6	0	11	3	-6	0.9	1.2	-4	3
COc1cc(/C=C/c2ccc3cccc(O)c3n2)cc(Cl)c1OC	-2	14	-4	15	-4	-8	-0.1	-3.0	4	4
CC1CCN(C(=O)c2ccc(S(=O)(=O)Cc3ccccc3F)c([N+](=O)[O-])c2)CC1	5	-16	-2	-7	1	-31	-2.0	2.5	0	-5
Cc1cc(NC(=O)CN2C(=O)C3CC=CCC3C2=O)no1 (stereo not drawn)	2	-4	2	-25	-2	-2	-0.2	0.7	4	1
Cn1c(=S)oc2ccccc21	0	7	-4	-35	3	-8	0.0	-1.5	-3	-3
CN1CCCCC1CCN1c2ccccc2Sc2ccc(S(C)=O)cc21 (stereo not drawn)	6	7	1	-19	-1	4	-0.5	-1.3	0	-5
